Screens: PubChem BioAssay, Broad Institute
LGR2 antag – Drosophila LGR2 receptor signaling inhibition. HEK293 LGR2, CRE-luciferase, bursicon-stimulated, 4 h. inhibition, % at 9.99 µM. 0.35% of 380,000 active;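 active means drop in luminescence signal, shown as inhibition above about 50% in the replicate tests, limit read from the data, passing the limit was not always enough; inconclusive means probably only some replicates passing the limit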;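 further: agonist challenge used bursicon conditioned medium at about half maximal strength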
ERAP1 inh – inhibitors of human ERAP1 aminopeptidase | Q9NZ08 | 0.15% of 340,000 active | recombinant ERAP1, Leu-AMC fluorescence, 60 min | inhibition, % at 10.7 µM;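 active means mean replicate inhibition of at least 30%, or all replicates individually reaching that 30% level; inactive means mean below 30% and not every replicate reaching it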;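 further: 0% = neutral control wells and 100% = L-leucinethiol positive control wells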
C2C12 statin – suppressors of simvastatin-induced myotoxicity in C2C12 myotubes. 0.78% of 330,000 active. rescue of ATP level, % at 7.49 µM. AID 602340. ATP luminescence, 48 h; scaled: DMSO 0, geranylgeraniol control 100;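 active means mean ATP rescue above about 67%, or every replicate alone reaching that limit, limit read from the data, passing the limit was not always enough; inconclusive means no clear call, values can overlap the other calls; inactive means mean under the limit and some replicate under it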;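 further: myotubes were challenged with 10 µM simvastatin during compound exposure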
S100A4 inh HTS – S100A4-myosin IIA interaction inhibition; AID 652163; S100A4/TAMRA-MyoIIA peptide fluorescence polarization; P26447; inhibition, % at 10.7 µM; 0.14% of 360,000 active;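 active means mean inhibition of at least 70% across replicates, with every replicate also reaching that level; inconclusive means mean inhibition reaches 70% but some replicates fall short; inactive means mean inhibition below 70%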
Target sequence (P26447 whole entry, looked up): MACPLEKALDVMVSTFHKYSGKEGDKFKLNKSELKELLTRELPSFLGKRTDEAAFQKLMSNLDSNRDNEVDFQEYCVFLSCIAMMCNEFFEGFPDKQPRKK
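Material: human S100A4 monomer with TAMRA-labelled myosin IIA peptide; buffer or medium: HEPES pH 7.2 with CaCl2, KCl, NaCl, DTT, Triton; compound dosing: one concentration per compound; schedule: 5 min incubation before reading; benchmarks: neutral control DMSO, positive control TFP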
PGC1a acetyl inh – lowers PGC1a acetylation signal in U2OS cells | AlphaScreen anti-acetyl-lysine; with virally co-expressed GCN5 acetyltransferase | inhibition, % at 15.6 µM | 0.17% of 350,000 active | AID 651687;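 active means every replicate shows inhibition of at least 40%; inconclusive means mean inhibition at least 40% but some replicate below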;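 further: 0% = neutral control wells and 100% = positive control wells; some results beyond the cut were filed as inactive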
Xi reactivation – activators of X-chromosome reactivation in mouse fibroblasts; AID 743238; activation, % at 7.58 µM; XiGFP mouse fibroblasts, % GFP-positive cells imaging, 3 d; cells co-treated with 5-aza-dC sensitizer; scaled so ellipticine positive control = 100%; 0.055% of 360,000 active;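 active means mean normalized replicate activation at least 10% and every replicate at or above 10%; inconclusive means only one of the two criteria met; inactive means mean below 10% and not all replicates reach 10%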;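 further: 0% = median of on-plate neutral control wells and 100% = ellipticine 6 µM median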
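assay system = SV40-immortalized XiGFP fibroblast cells, line 68-5-11 | buffer or medium = DMEM plus 5-aza-dC sensitizer | doses = single-point pinned compound dosing | times = 3-day compound exposure, then 15 min fixation at room temperature | benchmarks = positive control ellipticine, 6 µM final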
Cneo AK release – causes C. neoformans cell lysis; lysis activity, % at 15 µM; 0.2% of 360,000 active; adenylate kinase release luminescence, 4 h; normalised: neutral wells 0, clomiphene wells 100; AID 651654;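 active means mean lysis activity across replicates of at least 80%, whatever share of replicates individually reach that level; inactive means mean lysis activity below 80%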
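Material – Cryptococcus neoformans yeast cells · Quantity – 5 × 10^6 yeast cells/mL · Buffer or medium – YPD medium · Compound – single dose · Timing – 4 h static compound exposure, 37 °C, read 1 h post-reagent · Signal – adenylate kinase release luminescence · Read-out basis – lysis from increased AK signal · Benchmarks – Clomiphene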
SIRT5 block – sirtuin-5 (human) deacylase inhibition | AID 652115 | inhibition, % at 15 µM | Purified SirT5, succinyl-peptide AMC, trypsin-coupled fluorescence | 1.1% of 330,000 active; in the data active means inhibition above about 15%; inconclusive means no clear call, values can overlap the other calls
Target sequence (Q9NXA8 whole entry, looked up): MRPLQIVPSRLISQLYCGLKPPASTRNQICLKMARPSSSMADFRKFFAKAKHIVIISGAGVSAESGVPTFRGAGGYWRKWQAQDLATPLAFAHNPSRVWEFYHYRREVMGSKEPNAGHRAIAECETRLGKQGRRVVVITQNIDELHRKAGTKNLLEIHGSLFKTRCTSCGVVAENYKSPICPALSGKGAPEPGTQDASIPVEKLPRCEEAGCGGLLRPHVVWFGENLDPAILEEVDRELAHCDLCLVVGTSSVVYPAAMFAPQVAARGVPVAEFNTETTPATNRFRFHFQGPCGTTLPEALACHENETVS
An asterisk follows results filed as active; u = inconclusive; x = no result given; & = joins results of further samples; ! = not confirmed by another sample. Not all compounds are listed; the hit share may differ from the screen's.

SMILES	LGR2 antag	ERAP1 inh	C2C12 statin	S100A4 inh HTS	PGC1a acetyl inh	Xi reactivation	Cneo AK release	SIRT5 block
COc1ccc(NC(=O)Nc2ccc3c(c2)C(=O)N([C@@H](C)CO)C[C@@H](C)[C@@H](CN(C)S(=O)(=O)c2ccccc2)OCCCC[C@H](C)O3)cc1	-13	-1	x	4	1	0.0	2	11
CCCc1nnc(NS(=O)(=O)c2ccc(C)cc2)o1	-4	2	-13	10	1	0.0	0	x
COP(=O)(OC)C(Nc1ccc(C)cc1)c1ccc([N+](=O)[O-])cc1 (stereo unspecified)	-201	-2	x	-4	1	0.0	1	-2
O=C1CN(Cc2ccccc2)C[C@H]2[C@@H](c3ccc(-c4ccccc4F)cc3)[C@H](CO)N12	5	2	x	28	7	0.0	x	-5
O=C(COC(=O)C1CCC(N2C(=O)C3C4CCC(C4)C3C2=O)CC1)c1ccc(F)cc1 (stereo unspecified)	8	-2	6	-6	x	0.0	-2	-9
O=C(OCC(=O)N1CCCC1)c1ccc(NS(=O)(=O)c2cccs2)cc1O	-15	1	4	2	x	-0.1	-2	-2
COC(=O)c1ccc2nc(-c3ccco3)c(Cc3cccc(F)c3)n2c1	-11	-1	22	-5	0	-0.1	0	1
O=C(Oc1ccc2ccc(=O)oc2c1)c1cccs1	-2	-1	x	34	x	0.4	x	-4
COc1ccc(S(=O)(=O)Nc2ccc3c(c2)CC(=O)N([C@@H](C)CO)C[C@H](C)[C@H](CN(C)C(=O)NC2CCCCC2)O3)cc1	-5	-2	-56	-10	8	0.1	0	1
CN(C)/C=C(\C#N)C(=O)c1cccnc1Oc1ccc(F)cc1F	17	x	-5	x	-1	x	-3	x
COc1ccc(CCNC(=O)C2CC3Cn4c(nc5cc6ccccc6cc54)C3N2C)cc1 (stereo unspecified)	-24	0	3	1	7	0.0	5	-5
O=C(O)/C=C\c1ccccc1Oc1cccc(Cl)c1	-3	-2	x	5	-10	0.3	x	-9
COc1ccc(OC)c(-c2csc(NC(=O)Cc3ccc(F)cc3)n2)c1	-7	-4	3	-6	x	0.0	5	-3
CCOc1ccccc1OCCOCCN1CCN(Cc2ccccc2)CC1	x	-1	x	1	x	0.1	x	-3
C[C@H](CO)N1C[C@H](C)[C@H](CN(C)C(=O)C2CCCCC2)OCCCC[C@H](C)Oc2ccc(NC(=O)c3ccccc3)cc2C1=O	6	1	x	3	2	-0.4	2	7
COc1ccc(CCNC(=O)C(=O)NCC2OCCN2S(=O)(=O)c2ccc(OC)c(C)c2)cc1 (stereo unspecified)	-3	-2	-8	5	-5	0.0	4	-1
Cc1sc2nc(CN3CCN(c4ccc(O)cc4)CC3)[nH]c(=O)c2c1C	-2	3	x	23	x	-0.7	x	-1
COc1cccc(CNC(=O)[C@@H]2CCCN2C(=O)[C@H]2CCCCN2C(=O)c2cccc(OC)c2)c1	3	x	x	-9	x	0.1	x	-2
Cc1c(C(=O)Nc2ccc(F)c(F)c2)oc2ccc(S(=O)(=O)N3CCCCC3)cc12	13	3	-48	-2	9	x	-1	-5
CN(C)CC(=O)Nc1ccc2c(c1)[C@H]1C[C@H](CC(=O)NC3CCCCC3)O[C@H](CO)[C@H]1O2	5	-3	0	-5	-3	0.2	0	5
Cc1noc(C)c1NC(=O)Nc1ccc2c(c1)C(=O)N([C@H](C)CO)C[C@H](C)[C@H](CN(C)S(=O)(=O)c1ccc(Cl)cc1)OCCCC[C@@H](C)O2	-2	3	x	-2	2	0.0	52	6
Cc1ccc(C(=O)C2COC(=O)C2)cc1 (stereo unspecified)	4	x	-2	x	-8	x	-1	x
CC(C)CSCC1OC(n2cnc3c(N)nccc32)C(O)C1O (stereo unspecified)	2	2	0	-2	-2	0.0	0	x
CCCc1nnc(SCC(=O)O)n1/N=C/c1ccc2c(c1)OCO2	-1	1	x	6	x	x	x	0
Cc1cc(O)c2c(CN3CCN(Cc4ccccc4)CC3)cc(=O)oc2c1	10	-4	-2	-3	-3	0.2	3	-7
(next part)
SMILES	LGR2 antag	ERAP1 inh	C2C12 statin	S100A4 inh HTS	PGC1a acetyl inh	Xi reactivation	Cneo AK release	SIRT5 block
O=C(COC(=O)c1ccc(Cl)nc1)Nc1ccc(N2CCCCC2)cc1	x	0	6	4	x	0.4	-2	-2
COc1ccc2c3c([nH]c2c1)[C@H](CO)N(Cc1ccccc1Cl)CC31CN(C(=O)C2CC2)C1	6	4	x	-7	9	0.0	x	-1
C/C=C/c1ccc2c(c1)O[C@H](CN(C)C(=O)c1ccc3c(c1)OCO3)[C@@H](C)CN([C@@H](C)CO)S2(=O)=O	-4	1	-21	-2	3	-1.2	2	0
Cn1c(N)c(C(=O)/C=C/c2ccccc2)c(=O)[nH]c1=O	-52	-2	x	15	x	-0.1	x	-1
O=C(Nc1ccc2c(c1)OCO2)N1C[C@@H]2N[C@H](C1)C2c1ccc(C=Cc2ccccc2)cc1 (stereo partly specified)	16&41	0&6	x	15&11	-8&-45	0.0&0.0	x	17*!
CCOC(=O)C1=C(c2ccccc2)NC(N)=NC1c1ccc(OCc2ccc(C(=O)OC)cc2)cc1 (stereo unspecified)	10	-3	x	1	0	-0.2	x	-1
Clc1nc(CN2CCOCC2)nc2sc3c(c12)CCC3	20	5	x	3	x	0.0	x	-3
CNC[C@H]1Oc2ncc(-c3cccc(F)c3)cc2C(=O)N([C@@H](C)CO)C[C@H]1C	-13	1	-7	-10	7	0.0	0	0
CCOC(=O)C1CCCN(c2c(C(=O)c3ccccc3)cnc3ccccc23)C1 (stereo unspecified)	-12	2	x	-2	x	-0.1	x	2
O=C1CCCC/C=C\C[C@H](CC(=O)N(CCO)Cc2ccccc2)C(=O)N[C@@H](Cc2ccccc2)CO1	7	-1	3	-11	x	0.1	8	x
COc1ccc(NC(=O)N2CC(=O)N3[C@H](CO)[C@H](c4ccc(C#CCC5CCCC5)cc4)[C@H]3C2)cc1	25	-1	x	-10	-4	0.0	x	11
O=C(c1ccc(Cl)c(Cl)c1)N1CCC(=O)N(C(CO)Cc2ccccc2)CC1 (stereo unspecified)	-6	10	18	0	x	0.2	-3	-3
C[C@@H]1CN([C@@H](C)CO)C(=O)c2cc(Br)cnc2O[C@H]1CN(C)CC1CCOCC1	13	x	0	x	7	0.0	-2	x
COc1ccc(S(=O)(=O)Nc2cccc3c2O[C@H](CN(C)CC2CCCCC2)[C@@H](C)CN([C@@H](C)CO)C3=O)cc1	-4	-1	-29	-4	-12	0.2	3	1
COc1ccc(C2=CC(=O)C[C@H](c3ccc(OC)c(OC)c3)C2)cn1	1	0	-8	1	x	0.1	-2	x
O=C(NNc1cccc(Cl)c1)c1cccnc1Cl	19	-1	x	-1	x	0.0	x	6
Cc1ccc(S(=O)(=O)N(C)C[C@H]2OCCCC[C@H](C)Oc3ccc(NC(=O)c4ccncc4)cc3C(=O)N([C@@H](C)CO)C[C@@H]2C)cc1	-11	-2	x	-24	-4	0.3	17	4
O=c1o[nH]c(-c2ccccc2)c1C=Nc1ccc(Cl)cc1	6	-1	-1	-4	x	0.0	2	-4
COc1ccc(-c2ccc3c(c2)[C@@H]2C[C@H](N(C)C(=O)Nc4ccccc4)[C@H]([C@H](C)O)C(=O)N2CC3)cc1	-38	x	25	-1	1	0.0	-2	-2
O=C(CCc1nc2ccccc2c(=O)[nH]1)N1CCN(S(=O)(=O)c2ccc(Cl)c(C(F)(F)F)c2)CC1	4	0	-4	4	18	0.0	0	-1
COc1ccccc1NC(=O)Cc1noc(CSc2nnc(N)s2)n1	-24	x	-14	x	15	x	-1	x
O=c1c2cc3c(nc2[nH]c(=S)n1-c1ccccc1)CCCC3	4	x	x	0	5	0.1	3	0
CN(CCOC(=O)/C=C/c1ccco1)Cc1ccccc1	-22	1	x	-6	x	0.2	x	-4
CC1=C(C(=O)Nc2cccc([N+](=O)[O-])c2)C2(CCC(C)CC2)OC1=O (stereo unspecified)	x	-1	x	-6	x	0.0	x	-2
CCC(=O)N1CC(=O)N2[C@H](CO)[C@H](c3ccc(C#Cc4cccc(F)c4)cc3)[C@@H]2C1	-93	-1	x	19	-1	0.0	x	-1
(listing goes on)
SMILES	LGR2 antag	ERAP1 inh	C2C12 statin	S100A4 inh HTS	PGC1a acetyl inh	Xi reactivation	Cneo AK release	SIRT5 block
COc1ccc(S(=O)(=O)N(C)C[C@H]2Oc3cc(C#CC4CCCCC4)ccc3S(=O)(=O)N([C@H](C)CO)C[C@H]2C)cc1	14	-3	-32	4	2	-0.2	1	10
Cc1cccc(C)c1NC(=O)CNC(=O)c1cccnc1	0	-3	-5	4	0	0.0	0	-4
COc1ccc(/C=C/C(=O)c2ccccc2)c(OC)c1	-76	10	x	-5	x	0.0	x	1
CCCC(=O)N1CCCC(c2cc(C(=O)Nc3ccc4c(c3)OCO4)no2)C1 (stereo unspecified)	-7	1	1	-2	0	0.1	-5	x
CCOC(=O)C1CCc2c(ccc3ccccc23)N1CCC#N (stereo unspecified)	-7	-1	1	5	x	0.0	-1	35*
COCC(=O)Nc1ccc2c(c1)OC[C@@H](C)N(CCc1ccccc1)C[C@H](C)[C@@H](OC)CN(C)C2=O	7	1	4	-17	u	0.1	0	-1
CC(C)NC(=O)Nc1ccc2c(c1)C(=O)N([C@@H](C)CO)C[C@H](C)[C@@H](CN(C)C(=O)Nc1ccc3c(c1)OCO3)OCCCC[C@@H](C)O2	13	2	x	-1	-7	-0.1	2	-4
CCN1[C@@H]2c3ccc(-c4ccccc4OC)c(=O)n3C[C@H]1[C@H](CO)[C@H]2C(=O)N1CCOCC1	10	-3	8	4	x	0.4	52	2
c1ccc(-n2ncc3cccnc32)cc1	-22	0	x	0	-4	0.1	x	-2
C[C@H](CO)N1C[C@H](C)[C@H](CN(C)C(=O)C2CCOCC2)Oc2ncc(-c3ccccc3F)cc2C1=O	-21	0	18	3	4	0.0	40	-3
Cc1ccc(CS(=O)(=O)CCC(=O)N2CCOCC2)cc1	-10	-1	-1	0	5	x	0	-1
CN1CCCCN2[C@H](CO)[C@@H](c3ccc(-c4cccnc4)cc3)[C@@H]2C1	1	0	18	-22	-3	0.2	1	-2
CCc1csc(N2[C@H](C#N)[C@H](c3ccc(-c4ccc(F)cc4)cc3)[C@@H]2CO)n1	1	0	-24	-1	-4	0.0	-1	4
Cc1cc(=O)[nH]c(SC(C(=O)O)c2ccccc2)n1 (stereo unspecified)	13	x	-7	x	2	1.4	0	x
O=S1(=O)N[C@H](Cc2ccccc2)COc2cccc(N3CCCCC3)c21	15	-3	x	-7	x	-0.1	x	-6
COc1ccc(-c2cc(-c3ccccc3)nc(N3CCCC3)n2)cc1OC	-8	1	-16	-3	-15	x	5	-3
Cc1ccccc1C(=O)N1CCCC(CCC(=O)N2CCN(c3ccccn3)CC2)C1 (stereo unspecified)	20	1	2	2	-2	0.1	1	-2
